# From PubChem BioAssay
# RXFP1 antagonist: antagonists of human relaxin receptor RXFP1 | Q9HBX9 | HEK293-RXFP1, relaxin-stimulated cAMP HTRF, 30 min; stronger effect = lower value | activity change, negative = inhibition, % at 57.5 µM | 350,000 tested, 0.59% active | AID 1259400;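 active means activity change of -60% or lower, but not beyond a set lower limit; inconclusive means change between -60% and -40%, or beyond the set limit; inactive means change above -40%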; further: on the % scale 0 is the no-effect control and ±100 the full control effect
# D2 PAM: positively modulates the human D2 dopamine receptor allosterically. potentiation, % at 10 µM. 340,000 tested, 0.34% active. P14416. AID 485347. HEK293 T-REx D2, calcium flux, EC20 dopamine potentiation;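 active means potentiation over 3 SD above the plate norm, cut at about 30% in these data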; further: 0% is about no effect
#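 Calcium flux readout, no-wash dye, 1 read/s. Inducible HEK293 Trex D2 line, overnight 30 C. Compound alone 180 s (agonist flags), then EC20 dopamine, another 180 s to score potentiation.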
# D1 antagonist: blocks dopamine activation of the human D1 receptor. HEK293 TREx D1 cells, calcium flux, dopamine EC80; stronger effect = lower value. activity change, negative = inhibition, % at 10 µM. 360,000 tested, 3.2% active. AID 504652; in the data active means activity change below about -30%; further: on the % scale 0 is the no-effect control and ±100 the full control effect
# Target sequence (P21728 whole entry, looked up): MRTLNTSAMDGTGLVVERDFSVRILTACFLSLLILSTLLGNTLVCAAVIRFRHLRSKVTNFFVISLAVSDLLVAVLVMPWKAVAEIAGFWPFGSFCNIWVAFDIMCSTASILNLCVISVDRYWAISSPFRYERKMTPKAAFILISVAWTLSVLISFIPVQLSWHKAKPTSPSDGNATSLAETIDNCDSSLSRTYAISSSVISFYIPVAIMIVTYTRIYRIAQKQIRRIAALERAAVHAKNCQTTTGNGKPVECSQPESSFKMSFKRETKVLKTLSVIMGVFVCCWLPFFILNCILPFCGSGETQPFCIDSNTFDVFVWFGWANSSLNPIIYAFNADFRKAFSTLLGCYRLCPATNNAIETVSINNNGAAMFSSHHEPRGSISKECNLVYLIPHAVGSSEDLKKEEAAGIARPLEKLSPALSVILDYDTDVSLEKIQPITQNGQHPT
#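 Inducible Hek293 Trex D1 cells (tetracycline, overnight, 30 C). Calcium dye 30–90 min RT. Antagonist mode: EC80 dopamine added after 180 s compound read.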
# GRP78 ERSR act: induces the endoplasmic reticulum stress response in human glioma cells. U87-MG GRP78 promoter luciferase reporter, 16 h. Potency, µM, for the others: at the highest dose activation, most hits filed as activators. 420,000 tested, 0.02% active; further: potency means the concentration at half of the fitted maximal effect; series mostly up to about 76 µM; % of control where 0% means no effect; nearly all actives have a fitted effect of over 35% in size
#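 Stably transfected U87-MG glioma cells carrying a GRP78-based luciferase sensor; 16 h compound incubation. Luminescence end-point read 10 min after Bright-Glo addition at room temperature.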
# D1 potentiator: human D1 dopamine receptor positive modulation. HEK293 TREx D1 cells, calcium flux, dopamine EC20 potentiation. 360,000 tested, 0.036% active. P21728. potentiation, % at 10 µM; in the data active means potentiation above about 30%; further: 0% is about no effect
# Vif-APOBEC3G blk: blocks the Vif interaction with human APOBEC3G | Q9HC16 | HeLa A3G-eYFP + Vif (tagged APOBEC3G with the HIV-1 protein that degrades it), YFP fluorescence, overnight | Potency, µM (titrated, usually from 46.1 µM), inactives show at the top dose activity, negative = active, actives largely listed as inhibitors | 410,000 tested, 0.076% active;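 further: potency means the concentration at half of the fitted maximal effect; on the % scale 0 is the no-effect control and ±100 the full control effect; nearly all actives have a fitted effect of over 60% in size; hits raise eYFP signal because A3G escapes Vif-driven loss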
# Target sequence (Q9HC16 whole entry, looked up): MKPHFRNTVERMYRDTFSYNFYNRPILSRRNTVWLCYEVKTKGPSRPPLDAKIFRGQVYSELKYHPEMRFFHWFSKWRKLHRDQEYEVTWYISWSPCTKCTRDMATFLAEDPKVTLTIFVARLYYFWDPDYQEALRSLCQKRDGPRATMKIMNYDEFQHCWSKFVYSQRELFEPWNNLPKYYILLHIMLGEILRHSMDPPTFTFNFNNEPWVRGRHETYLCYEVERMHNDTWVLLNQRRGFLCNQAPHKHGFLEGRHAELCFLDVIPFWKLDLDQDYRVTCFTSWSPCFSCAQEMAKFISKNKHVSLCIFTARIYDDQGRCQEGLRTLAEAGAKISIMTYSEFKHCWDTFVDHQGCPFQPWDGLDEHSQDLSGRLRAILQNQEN
#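 Read-out is eYFP fluorescence (Ex 488/Em 500-530) from Vif-expressing HeLa A3G-eYFP cells; more signal means A3G escaped Vif-mediated degradation. Cells plated overnight, compound pinned in, incubated overnight at 37 deg C.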
# Vif-APOBEC3F blk: inhibitors of Vif-A3F interaction; 390,000 tested, 0.2% active; AID 602313; HeLa A3F-eYFP + Vif (tagged APOBEC3F with the HIV-1 protein that degrades it), YFP fluorescence increase; Potency, µM (series often up to 46.1 µM), for the others: top-dose activity, negative = active; further: potency means the concentration at half of the fitted maximal effect; % of control where 0% means no effect; nearly all actives have a fitted effect of over 65% in size
#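 HeLa cells stably expressing A3F-eYFP plus Vif, plated and incubated overnight at 37 deg C, then exposed to compounds overnight at 37 deg C. Blocked degradation read as raised yellow fluorescence (Ex 488/Em 500-530).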
# RXFP1 agonist: RXFP1 (human) receptor agonism; 370,000 tested, 0.3% active; HEK293T-RXFP1 cAMP TR-FRET, 30 min; response scale: percent of porcine relaxin response, buffer zero; Q9HBX9; Potency, µM (series often up to 57.5 µM), for inactives: top-dose activation, most hits filed as activators; further: potency means the concentration at half of the fitted maximal effect; on the % scale 0 is the no-effect control and ±100 the full control effect; nearly all actives have a fitted effect of over 60% in size; many of its hits are not listed in these tables
#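 HEK293T cells stably expressing RXFP1 were pretreated with the PDE4 inhibitor Ro 20174, exposed to compounds for 30 min at 37C, lysed, and cAMP was read by TR-FRET. Data normalized to buffer (basal) and 29 nM porcine relaxin (100%).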
# D1 agonist: agonists of human D1 dopamine receptor; P21728; HEK293 T-REx D1 cells, calcium flux, agonist mode; activation, % at 2 µM; 360,000 tested, 1% active; in the data active means activation above about 30%; further: 0% is about no effect
#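 Agonism was scored from calcium flux recorded over 180 s (1 read/s) after pintool compound addition, following a 10-cycle baseline. Cells were inducible force-coupled HEK293 TREx D1, plated overnight at 30 C and loaded with no-wash calcium dye.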
# * hit, by the source's call; ? = inconclusive; nt = no result given. Unless noted, the call rests on the fitted dose curve; in most records, active means well fitted curve in the direction sought with a large enough effect; inconclusive means small, poorly fitted or top-dose-only effect, or another doubt; inactive means no such curve, though single readings can be large; an effect the other way counts as inactive or inconclusive. Not all compounds are listed, so the mix of outcomes need not match the whole.
SMILES,RXFP1 antagonist,D2 PAM,D1 antagonist,GRP78 ERSR act,D1 potentiator,Vif-APOBEC3G blk,Vif-APOBEC3F blk,RXFP1 agonist,D1 agonist
O=C(O)c1cccc(N2C(=O)/C(=C/c3ccc(SCc4ccc(Cl)cc4)o3)SC2=S)c1,-8.4,-0.2,-10.0,-3.3%,1.7,-11.4%,?,-1.0%,2.5
O=c1c(O[C@@H]2O[C@H](CO)[C@H](O)[C@H](O)[C@H]2O)c(-c2ccc(O)c(O)c2)oc2cc(O)cc(O)c12,nt,4.5,-1.7,nt,-1.8,nt,nt,-1.8%,2.1
Cc1cc(NC(=O)CSc2nnnn2-c2ccccc2)no1,-8.4,7.1,-1.8,0.3%,-4.9,-0.3%,-6.7%,-0.4%,3.8
Cc1nc2c(cc1NC(=O)C(C)(C)C)nc(C)n2Cc1ccccc1,-0.9,4.9,6.9,-0.4%,-2.2,2.9%,-0.3%,1.3%,-0.1
CN(CC(=O)NNC(=O)c1cccnc1)S(=O)(=O)c1cc(Cl)ccc1Cl,9.3,14.0,0.3,-1.3%,1.3,-5.1%,17.7%,3.2%,0.0
CCOc1cc(N2CCOCC2)c(OCC)cc1NC(=O)Cn1cnc2c(=O)n(C)c(=O)n(C)c21,-0.9,2.7,6.1,?,-0.5,-4.9%,0.6%,6.7%,4.5
CCN(CC)c1ncnc2c1ncn2Cc1c(Cl)cccc1Cl,-8.5,5.6,12.1,-5.1%,-3.0,-0.1%,nt,0.9%,-2.7
C/[N+]([O-])=C\c1cccc(OCCN2CCN(c3ncc(C(F)(F)F)cc3Cl)CC2)c1,-29.5,-11.9,-7.1,-1.9%,1.8,1.2%,-0.2%,-1.9%,5.9
COc1ccccc1NC(=O)CSc1n[nH]c(Cc2ccccc2)n1,-6.1,-1.1,-18.2,-4.0%,-3.1,-19.0%,-1.3%,1.6%,5.7
COC(=O)c1nc(Cl)c(Cl)c(N)c1Cl,2.7,1.3,-31.3*,-2.2%,-3.4,-2.3%,-13.0%,0.4%,-0.4
COc1ccc2c(c1)c1c(c(=O)n(Cc3ccccc3)c(=O)n1Cc1ccccc1)n2C,nt,6.5,4.8,-0.6%,-0.6,-2.4%,-7.1%,2.8%,0.4
O=C(O)c1cn(-c2ccccc2)nc1-c1ccc(Cl)cc1,-25.6,nt,nt,-1.9%,nt,-1.7%,-0.5%,nt,nt
CCOc1ccc2[nH]c(=O)c(CN(Cc3ccc(F)cc3)C(=O)c3ccco3)cc2c1,-9.4,7.0,-8.5,-7.4%,-4.6,?,nt,1.8%,6.4
O=C(Nc1ccc(Cl)cc1)OC(CN1CCCCC1)C(F)(F)F (configuration not stated),2.4,nt,nt,2.2%,nt,-7.7%,-22.8%,5.5%,nt
O=C(CN1CCN(c2ccccn2)CC1)N1c2ccccc2CCc2ccccc21,-15.1,-4.5,16.4,-2.8%,4.2,-1.0%,-5.1%,-0.6%,-0.4
CCN(C(C)=O)N(CC)c1nc(Cl)nc(NC(C)C)n1,-7.3,-9.4,3.1,0.4%,1.8,0.5%,1.3%,-4.6%,3.7
Cc1nc(SCC(=O)N(C)C2CCS(=O)(=O)C2)c(C#N)c(C)c1C (configuration not stated),6.4,13.7,5.2,-2.3%,2.7,-4.7%,-4.5%,-1.9%,-0.3
O=C(NC1CC(=O)N(c2cccc(F)c2)C1)c1ccc(S(=O)(=O)N2CCCCC2)cc1 (configuration not stated),-19.8,-2.3,nt,-3.8%,-1.6,-2.4%,1.4%,-0.2%,0.0
O=C(COC(=O)CCCSc1nc2ccccc2[nH]1)NC(=O)NC1CCCC1,-6.5,12.2,-6.1,0.6%,-5.7,8.0%,-8.7%,-0.1%,7.7
COc1ccc2c(Cl)c(C(=O)N/N=C3\CCCC(=O)C3)sc2c1,-7.2,10.6,-17.9,2.2%,-2.9,2.82µM*,?,-0.9%,44.1*
CCc1ccc(NC(=O)C(=O)NCC(c2cccnc2)N2CCN(Cc3ccccc3)CC2)cc1 (configuration not stated),1.9,-4.9,-0.4,-3.7%,0.1,0.5%,1.1%,-3.7%,1.5
O=C(NCC(c1ccco1)N1CCc2ccccc2C1)c1c(F)cccc1F (configuration not stated),-8.9,-3.6,-0.4,-3.8%,-1.7,-1.0%,2.6%,3.7%,2.3
CCOC(=O)C(NC(C)=O)(Nc1ccc(S(=O)(=O)Nc2onc(C)c2C)cc1)C(F)(F)F (configuration not stated),5.6,-6.2,10.3,-2.6%,-2.0,1.3%,3.2%,3.0%,2.1
Cc1ccc(-c2ccc(SCC(=O)Nc3ccc4c(c3)OCCO4)nn2)cc1,4.7,6.4,5.5,6.8%,-13.9,2.4%,-1.3%,0.1%,2.9
O=C(O)c1ccc(N=Cc2c(O)ccc3oc4c(c23)CCCC4)cc1,-0.6,5.4,-4.8,-2.4%,1.8,-12.3%,6.6%,0.7%,1.9
CCOc1ccc(N2C(=O)CC(NCC#N)C2=O)cc1 (configuration not stated),1.7,0.6,19.9,-3.5%,2.1,0.5%,-3.2%,-1.5%,6.1
CCc1c(C)nc2ncnn2c1Nc1ccc(C(C)=O)cc1,2.3,-14.5,-2.3,8.6%,13.2,-5.8%,-15.7%,0.7%,0.7
COc1ccc(S(=O)(=O)N2CCN(Cc3ccc4c(c3)OCO4)CC2)cc1C,-26.4,nt,-16.4,-3.8%,-5.0,-0.6%,1.1%,-0.6%,-0.4
Cc1cc(NC(=O)C(C)Oc2ccc(Cl)cc2Cl)n(-c2ccccc2)n1 (configuration not stated),-13.7,-2.0,10.1,-4.2%,-0.6,-0.9%,5.0%,2.4%,2.8
O=C(NCCCN1CCCC1=O)c1cc(=O)c2ccccc2o1,0.1,nt,-1.8,-2.9%,-3.4,-1.1%,1.5%,4.8%,1.5
Cc1cc(C)cc(Nc2nc(-c3ccc(S(=O)(=O)N4CCCC4)cc3)cs2)c1,nt,nt,15.2,-6.4%,4.1,-11.9%,-12.7%,5.1%,1.3
Cc1cc(C)n(-c2ccc(Cl)c(C(=O)O)c2)n1,9.9,12.5,-14.9,-1.8%,-2.0,0.1%,-5.5%,0.6%,11.5
CCOC(=O)c1cnc2c(-c3ccc(Cl)cc3)c(C)nn2c1N,-1.2,3.5,-12.5,2.7%,-2.5,0.0%,-3.2%,0.7%,1.2
Cc1nn(C)c(C(=O)Nc2ccc(Cn3cccn3)cc2)c1[N+](=O)[O-],3.2,-8.4,nt,-4.0%,-0.8,-0.4%,4.9%,-0.4%,1.7
O=C(CN1C(=O)c2ccccc2S1(=O)=O)NCCc1ccc(F)cc1,8.3,nt,nt,1.7%,nt,-1.9%,-26.2%,nt,nt
CCCC(=O)Nc1cccc(-c2nc3ccccc3o2)c1,1.6,2.0,-4.1,-2.7%,-1.9,0.2%,-1.6%,2.5%,14.5
CCCn1cc(CN2CCC(n3nccc3NC(=O)CCOc3ccccc3)CC2)c(C)n1,-3.5,6.3,-0.8,-0.7%,-10.4,0.3%,2.5%,0.6%,1.7
O=C(Cc1ccc(Cl)cc1)Nc1ccc(Cl)cn1,15.3,-0.4,2.0,-0.8%,1.9,3.9%,14.2%,-2.4%,4.5
O=C(N/N=C1\CCCc2oc(C(=O)O)cc21)c1ccccc1,2.6,-0.8,-12.4,5.5%,-0.1,0.0%,9.2%,-0.5%,-0.1
Cc1cc(C)c(S(C)(=O)=O)c(Oc2cccc(C(F)(F)F)c2)n1,-5.1,-4.3,-3.7,-4.6%,-3.5,1.2%,6.1%,-0.2%,-0.1
CNc1snc(C)c1C(=O)OCC(=O)Nc1ccc(C)cc1F,1.0,-11.7,-14.3,-0.1%,5.7,-1.9%,-17.3%,-0.5%,13.8
O=C(CSc1nc(-c2ccccc2)cs1)Nc1cccc([N+](=O)[O-])c1,-1.8,-13.4,-22.7,2.8%,-13.8,-10.0%,11.0%,0.2%,10.2
CN(CC(=O)O/N=C(\N)c1ccccn1)S(=O)(=O)c1ccccc1,2.0,0.3,-7.8,-2.5%,1.5,0.3%,-0.4%,-2.6%,2.8
CCCC(CCC(=O)Nc1cccc([N+](=O)[O-])c1)C(=O)O (configuration not stated),-16.3,0.4,2.9,-0.1%,-1.0,3.4%,-6.1%,-0.1%,0.6
CN1CCN(C(CNC(=O)Nc2ccc(Cl)cc2)c2ccc(F)cc2)CC1 (configuration not stated),11.3,-11.3,-14.0,1.7%,-13.9,1.6%,-22.2%,1.6%,1.9
COc1ccc(N)cc1S(=O)(=O)Nc1ccccc1Cl,-1.2,7.9,8.5,-3.4%,4.5,5.3%,7.2%,-8.7%,2.6
Cc1c(C(=O)N(Cc2cccc(Br)c2)C2CCS(=O)(=O)C2)oc2ccc(F)cc12 (configuration not stated),10.8,nt,7.4,-2.9%,5.0,5.7%,0.8%,5.1%,12.1
COC(=O)C1=CN(c2cc(C)cc(C)c2)C=C(C(=O)OC)C1c1ccc(OC)c(O)c1,5.1,2.2,-4.1,0.6%,-1.9,-4.1%,2.3%,0.2%,0.5
Cc1cc(C)n2nc(SCCOc3ccccc3)nc2n1,-14.7,16.9,-0.7,2.5%,-0.1,0.0%,3.4%,-0.4%,0.5
CCn1c(CNC(=O)Cc2ccc(OC)cc2)nnc1SCC(=O)c1ccc(Br)cc1,2.1,3.7,-1.4,-1.2%,-2.7,2.2%,0.7%,0.0%,2.1
COc1cccc(NC(=O)CN2C=NS(=O)(=O)c3ccccc32)c1,-2.3,8.3,-0.3,-1.1%,1.4,1.7%,-1.3%,-2.8%,1.2

# Ordered by SMILES length (lowest first): part of the list above.
SMILES,RXFP1 antagonist,D2 PAM,D1 antagonist,GRP78 ERSR act,D1 potentiator,Vif-APOBEC3G blk,Vif-APOBEC3F blk,RXFP1 agonist,D1 agonist
Cc1cc(C)n2nc(SCCOc3ccccc3)nc2n1,-14.7,16.9,-0.7,2.5%,-0.1,0.0%,3.4%,-0.4%,0.5
CCCC(CCC(=O)Nc1cccc([N+](=O)[O-])c1)C(=O)O (configuration not stated),-16.3,0.4,2.9,-0.1%,-1.0,3.4%,-6.1%,-0.1%,0.6
Cc1cc(C)c(S(C)(=O)=O)c(Oc2cccc(C(F)(F)F)c2)n1,-5.1,-4.3,-3.7,-4.6%,-3.5,1.2%,6.1%,-0.2%,-0.1
